Screening data from PubChem.
ERa coact pot = enhancers of ERα–SRC-1 coactivator binding, primary screen, biochemical, TR-FRET, ERα LBD, low estradiol. Estrogen receptor (Homo sapiens), P03372. TR-FRET ERalpha-LBD/SRC-Cy5 coactivator binding, 2 h; 100 = basal binding, no effect. coactivator binding (% of control), % at 25.6 µM. 86,000 compounds, 1.3% hits. AID 639, 2007; in the data active means activity above about 200%;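 further: binding measured in presence of low estradiol as agonist stimulus; 0% = peptide alone without receptor and 100% = receptor with peptide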
Lung fibro prol = antiproliferative effect on LL 47 fibroblasts – human, LL 47 cells, CellTiter-Glo luminescence, primary screen; viability, % at 10 µM; LL 47 human lung fibroblast viability, ATP luminescence; active compounds read low; AID 719, 2007; 85,000 compounds, 1.1% hits;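 active means viability at or below 50% in the single dose screen; inactive means viability above 50%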;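 further: compound exposure lasted 72 h before the ATP readout; 100% = median luminescence of untreated cell-only wells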
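Test system: LL 47 human lung fibroblasts; Quantity: 1,150 cells/well; Buffer or medium: IMEM plus 15% FBS; Dosing: tenfold compound dosing solution, DMSO at 0.1%; Timing: overnight cell rest, 72 h compound treatment at 37 °C; Detection: ATP-based CellTiter-Glo luminescent readout; Read-out basis: viability percentage against median untreated-cell control; Controls: cell-only wells, no compound.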
H69AR inhibit = proliferation blockers of H69AR lung cancer cells, primary screen, cell-based, human, 86K library | H69AR lung tumor viability, ATP luminescence, 72 h; active compounds read low | viability, % at 10 µM | 85,000 compounds, 6% hits | AID 598, 2007;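 active means viability at or below 40%; inactive means viability above 40%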;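 further: multidrug resistant small cell line overexpressing MRP-1 efflux transporter; 100% = mean luminescence of untreated control wells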
ERa SRC1 inh = ERα–SRC-1 coactivator interaction inhibitors, primary screen, biochemical, TR-FRET, ERα LBD, estradiol-bound; AID 629, 2007; inhibition, % at 25.6 µM; Estrogen receptor (Homo sapiens), P03372; 86,000 compounds, 1.7% hits; TR-FRET ER-alpha LBD / SRC-1 peptide; in the data active means inhibition above about 50%;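 further: 0% = receptor plus peptide control and 100% = peptide only without receptor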
HUVEC prolif 384 = inhibitors of HUVEC proliferation, primary screen, cell-based, 384-well. viability, % at 10 µM (by protocol). 86,000 compounds, 1.1% hits. CellTiter-Glo luminescence, 72 h; active compounds read low. AID 648, 2007;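 active means viability at or below 30%; inactive means viability above 30%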;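 further: 100% = median luminescence of DMSO-only cell control wells on each plate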
Smad3 inh = Smad3/FoxH1 peptide binding inhibitors, primary screen, biochemical, TR-FRET; Mothers against decapentaplegic homolog 3 (Homo sapiens), P84022; TR-FRET Smad3/Dy647-FoxH1 peptide binding, europium anti-His; 88,000 compounds, 0.29% hits; inhibition, % at 25 µM;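 active means compounds that reduce the energy-transfer binding signal between the protein and its labelled peptide by more than half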;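 further: 0% = Smad3 plus labelled peptide maximal FRET and 100% = peptide-only background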
Target sequence (P84022 whole entry, looked up): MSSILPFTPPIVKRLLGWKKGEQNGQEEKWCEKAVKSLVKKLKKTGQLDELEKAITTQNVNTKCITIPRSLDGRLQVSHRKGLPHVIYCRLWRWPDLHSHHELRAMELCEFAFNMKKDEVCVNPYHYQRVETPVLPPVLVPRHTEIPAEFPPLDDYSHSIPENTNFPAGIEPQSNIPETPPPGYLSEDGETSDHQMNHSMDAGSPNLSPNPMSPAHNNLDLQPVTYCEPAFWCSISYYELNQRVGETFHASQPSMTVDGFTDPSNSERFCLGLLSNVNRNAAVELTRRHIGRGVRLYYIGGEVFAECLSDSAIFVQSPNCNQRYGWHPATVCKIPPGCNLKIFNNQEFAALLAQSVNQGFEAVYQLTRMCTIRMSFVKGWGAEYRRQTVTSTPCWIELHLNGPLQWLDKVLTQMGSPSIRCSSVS
CD11b adhes enh = enhancers of CD11b/CD18 adhesion to fibrinogen, primary screen, K562 cells, luminescence. Integrin beta-2 (Homo sapiens) + Integrin alpha-M (Homo sapiens), P05107+P11215. ATPlite luminescence. activation, % at 10 µM. 93,000 compounds, 0.07% hits. AID 1499, 2009;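 active means 10 µM primary screen giving 50% or more activity, confirmed by 40% or more on retest at that dose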; further: strong numbers were not always called active
MT1-MMP txn act = MT1-MMP promoter reporter activation – cell-based, luciferase luminescence, primary screen; 86,000 compounds, 0.16% hits; HT1080 MT1-MMP promoter luciferase reporter, overnight; active compounds read high; activation factor at 10 µM; AID 750, 2007;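 active means activation factor of at least 2 for MT1-MMP transcription at 10 µM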
ERb SRC1 inh = inhibitors of ERβ-SRC1 coactivator interaction, primary screen, biochemical, TR-FRET, ERβ LBD, SRC-1 peptide; Estrogen receptor beta (Homo sapiens), Q92731; TR-FRET ER-beta LBD / SRC1-Cy5 peptide binding; receptor agonist-loaded with 1 µM estradiol; inhibition, % at 25.6 µM; 86,000 compounds, 1.3% hits;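 active means compounds whose percent inhibition of the receptor-coactivator binding signal exceeds about 50% in the single-dose screen, limit read from the data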;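 further: 0% = receptor plus peptide wells without compound and 100% = peptide-only wells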
Target sequence (Q92731 whole entry, looked up, the tested form may be a part): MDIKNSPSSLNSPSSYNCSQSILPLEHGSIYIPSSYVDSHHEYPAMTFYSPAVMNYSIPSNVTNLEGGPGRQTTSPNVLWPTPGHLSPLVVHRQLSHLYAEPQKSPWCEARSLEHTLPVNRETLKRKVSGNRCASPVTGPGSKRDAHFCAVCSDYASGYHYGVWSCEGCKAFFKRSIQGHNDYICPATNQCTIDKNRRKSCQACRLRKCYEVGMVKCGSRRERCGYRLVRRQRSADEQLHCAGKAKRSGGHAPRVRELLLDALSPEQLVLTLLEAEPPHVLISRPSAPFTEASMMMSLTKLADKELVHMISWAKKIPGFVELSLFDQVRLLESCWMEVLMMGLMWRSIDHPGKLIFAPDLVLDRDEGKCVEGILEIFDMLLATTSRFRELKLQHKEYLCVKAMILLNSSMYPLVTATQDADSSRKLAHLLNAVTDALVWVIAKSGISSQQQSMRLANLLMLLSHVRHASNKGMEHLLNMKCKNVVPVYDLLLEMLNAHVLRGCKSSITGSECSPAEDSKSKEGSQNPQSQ
* marks the source's active call; other numbers are inactive results; nt = no result given; [ ] = remark or other dose.

smiles | ERa coact pot | Lung fibro prol | H69AR inhibit | ERa SRC1 inh | HUVEC prolif 384 | Smad3 inh | CD11b adhes enh | MT1-MMP txn act | ERb SRC1 inh
CC(Oc1ccc(Cl)cc1Cl)c1nc(-c2ccccn2)no1 (centres undefined) | 112 | 98 | 75 | -1 | 77 | 8 | 0 | nt | 0
CCn1c(SCC(=O)NCCOC)nc2sc3c(c2c1=O)CCCC3 | 96 | 96 | 68 | 3 | 105 | -2 | -2 | 1 | 8[fluorescence artefact?]
Cn1c(=O)c2c(nc(Br)n2C)n(C)c1=O | 115 | 104 | 96 | -4 | 104 | -5 | 0 | 1.1 | 1
Cn1c(C(=O)OC(C(=O)NC2CCCCC2)c2ccccn2)cc2sccc21 (centres undefined) | 88 | 93 | 78 | -3 | 104 | -5 | 1 | 1.2 | -1
Cc1cc(N2CCOCC2)nc2ccc(NC(=O)CCC(=O)N3CCC(C)CC3)cc12 | 76[fluorescence artefact?] | 106 | 84 | -22[fluorescence artefact?] | 90 | -12 | 0 | 1.3 | -2[fluorescence artefact?]
CN(c1ccc(C(=O)NCC2CCCO2)cc1)S(C)(=O)=O (centres undefined) | 114[fluorescence artefact?] | 106 | 82 | 4[fluorescence artefact?] | 99 | 1 | -2 | 1.3 | 2
CCOC(=O)c1c(N)sn(-c2ccccc2C)c1=S | 108 | 91 | 77 | -7 | 98 | 5 | -5 | 1.2 | -7
O=C(CN1C(=O)CSC1=O)Nc1ccc(N2CCOCC2)cc1 | 109 | 103 | 69 | -9 | 93 | -2 | -4 | 1.1 | 4[fluorescence artefact?]
Cc1cc(NC(=O)Cc2ccccc2)no1 | nt | 109 | 101 | nt | 94 | nt | nt | 1.1 | nt
CCOC(=O)c1c(C)[nH]c(C(=O)COC(=O)C23CC4CC(CC(Cl)(C4)C2)C3)c1C | 122 | 103 | 73 | 5 | 87 | 2 | -2 | 1.1 | -4
CCOC(=O)CS(=O)(=O)c1nc(-c2ccc(F)cc2)cc(C(F)(F)F)n1 | 81[fluorescence artefact?] | 2.9* | 4.4* | 10 | 24* | -3 | nt | 0.5 | 2
Cc1ccc(S(=O)(=O)NC(C)(C)CSc2nnc(N)s2)cc1 | 106 | 103 | 93 | -23 | 100 | 15[fluorescence artefact?] | -2 | nt | -3[fluorescence artefact?]
O=C(Nc1cccc(F)c1)c1ccc(S(=O)(=O)N2CCCC2)cc1 | 96[fluorescence artefact?] | 109 | 85 | 0 | 102 | -7 | nt | 1.2 | 4
Cn1c(-c2cccc(Br)c2)cnc1NCc1cccnc1 | 104 | 93 | 91 | -3 | 87 | -3 | -3 | 1.2 | -1
CC(C)Oc1cccc(-c2nnc(SCC(=O)Nc3ccc4c(c3)OCCO4)n2N)c1 | 93 | 102 | 87 | 1 | 89 | 14 | nt | 1.1 | -6
CCCc1cc(C(=O)NCCc2ccccc2)no1 | 152 | 101 | 109 | -4 | 99 | 2 | 3 | 1.2 | -15
COc1ccc(N2CCN(C(=O)c3ccc(C)cc3Cl)CC2)cc1 | 112 | 96 | 106 | -29 | 111 | 8 | 0 | 1.1 | -23
Cc1ccc(C)c(N2CCN(C(=O)C3CCN(c4nnc(N5CCCC5=O)s4)CC3)CC2)c1 | 112 | 102 | 101 | -13 | 74 | 19[fluorescence artefact?] | 0 | 1.1 | -13
COC(=O)C(C(=O)N1CCN(C)CC1)C1CCCCCC1 (centres undefined) | 117[fluorescence artefact?] | 95 | 100 | -8 | 101 | 2 | nt | 0.8 | -11
CCOc1nc(NC(=O)NS(=O)(=O)Oc2ccccc2Cl)nc(-c2ccccc2)n1 | 110 | 100 | 89 | 3[fluorescence artefact?] | 91 | 2 | -4 | 1.3 | 1[fluorescence artefact?]
CCOc1ccc2[nH]cc(C(=O)O)c(=O)c2c1 | 112 | 100 | 100 | -14 | 96 | 7 | 0 | 1.1 | 8
CC#CCCCC(=O)Nc1cc(OC)nc(OC)n1 | 103 | 96 | 101 | -2 | 96 | 1 | nt | 1.1 | -1
O=C(c1ccc(F)cc1F)N(Cc1ccccn1)Cc1ccco1 | 107 | 94 | 97 | -6 | 93 | 3 | 5 | 1.2 | 3
O=C1SC(c2ccccc2)=N/C1=C/c1ccco1 | 78[fluorescence artefact?] | 102 | 108 | 5 | 98 | -5 | -3 | 1.2 | 10[fluorescence artefact?]
CCOc1cc(-c2c(C)c(C)nc(N)c2C#N)ccc1O | 105 | 99 | 70 | -9 | 87 | 6 | nt | 1 | -12
O=C(CN(C1CCCCC1)S(=O)(=O)c1ccc(Cl)cc1)NCc1cccnc1 | 119 | 97 | 117 | -4 | 102 | 2 | 1 | 1.2 | -5[fluorescence artefact?]
COc1cc(C(=O)Nc2sc(C(=O)N3CCOCC3)c(C)c2C#N)cc(OC)c1OC | 101 | 109 | 77 | 2 | 95 | 2 | 0 | nt | -2[fluorescence artefact?]
Cc1occc1C(=O)Nc1ccc(S(=O)(=O)N2CCN(C)CC2)cc1 | 104 | 104 | 100 | 3 | 97 | -3 | 0 | 1.1 | -4
CCOC(=O)c1cnn(-c2cc(C)nc3c(-c4ccccc4)cnn23)c1N | 106 | 95 | 105 | 0 | 92 | 1 | 4 | 1.2 | 0
O=C(CSc1ccccn1)Nc1cccc(NC(=O)CSc2ccccn2)n1 | 158[fluorescence artefact?] | 80 | 48 | 22 | 59 | 3 | -2 | 1.1 | 4

Next section.
| compound | ERa coact pot | Lung fibro prol | H69AR inhibit | ERa SRC1 inh | HUVEC prolif 384 | Smad3 inh | CD11b adhes enh | MT1-MMP txn act | ERb SRC1 inh |
| --- | --- | --- | --- | --- | --- | --- | --- | --- | --- |
| O=S(=O)(c1cccc(C(F)(F)F)c1)N1CCN(c2ccccc2)CC1 | 109 | 103 | 80 | -6 | 88 | -10 | 17 | 1.1 | 31 |
| CC(C)CC1(C)NC(=O)NC1=O (centres undefined) | 88 | 101 | 100 | -3 | 108 | -22 | -2 | 1.1 | 1 |
| COc1cc(NS(=O)(=O)c2cc(C)ccc2OC)c(OC)cc1Cl | 97 | 103 | 100 | -6 | 86 | 6 | 0 | 1.1 | -6 |
| CCCNC(=O)CN(c1ccccc1)S(=O)(=O)c1ccc(OC)c(OC)c1 | 120[fluorescence artefact?] | 106 | 98 | -8 | 104 | 0 | nt | 1.2 | -4 |
| O=C(O)CCCC(=O)NCCCc1ccccc1 | 130[fluorescence artefact?] | 105 | 97 | 5[fluorescence artefact?] | 100 | 6 | 3 | 1.1 | -1[fluorescence artefact?] |
| COc1ccc(S(=O)(=O)Nc2ccccc2OC)cc1C | 105 | 95 | 95 | -28 | 104 | 4 | 2 | 1.1 | -14[fluorescence artefact?] |
| CCCCCCC1CC(C)(/C(C)=N/NC(N)=O)OC1=O (centres undefined) | 98[fluorescence artefact?] | 94 | 89 | 0 | 96 | -4 | nt | 1.1 | -6 |
| COc1ccc(C2C(C(=O)N3CCN(c4ccc(OC)cc4)CC3)c3ccccc3C(=O)N2C)cc1 (centres undefined) | 128 | 91 | 32* | 1 | 90 | 4 | 3 | 1 | -8[fluorescence artefact?] |
| Cc1cc(C)c(C#N)c(SCC(=O)c2cccs2)n1 | 126 | 93 | 75 | 8 | 82 | 1 | 55 | 1.7 | 3 |
| Cc1cc2oc(C(=O)Nc3c(C)n(C)n(-c4ccccc4)c3=O)c(C)c2cc1C | 104 | 72 | 90 | 3 | 83 | 11 | nt | 1.2 | -4 |
| CC(=O)c1c(C)nn(C(C)CC(=O)O)c1C (centres undefined) | 96 | 98 | 99 | -25 | 98 | 5 | nt | 1.1 | -13[fluorescence artefact?] |
| Cc1ccc(C2CC(=O)c3cnc(N4CC(C)CC(C)C4)nc3C2)cc1 (centres undefined) | 118 | 98 | 90 | -1 | 100 | -3 | 0 | 1.1 | -12 |
| CCC(C(=O)O/N=C(\N)c1cccc(C)c1)c1ccccc1 (centres undefined) | 107[fluorescence artefact?] | 82 | 7.9* | -4 | 89 | 12 | -1 | 1.1 | -4 |
| COc1cccc(C(C(=O)NC(C)(C)C)N(C(=O)CCC(=O)Nc2cc(C)on2)C(C)C)c1OC (centres undefined) | 118[fluorescence artefact?] | 96 | 86 | 4[fluorescence artefact?] | 91 | -7 | 0 | 0.9 | 3[fluorescence artefact?] |
| CCOP(=O)(OCC)C(C#N)=C1SCN(c2ccccc2)CS1 | 83 | 89 | 94 | 6 | 85 | 8 | nt | 1.2 | -11 |
| Cc1ccc(S(=O)(=O)Nc2ccccc2F)cc1C(=O)NCCCN1CCCC1=O | 111 | 89 | 96 | -1 | 94 | 8 | -1 | 1.1 | -11 |
| CC(C)C(c1nnnn1Cc1ccc2c(c1)OCO2)N1CCN(C)CC1 (centres undefined) | 110 | 107 | 90 | -3 | 103 | 0[fluorescence artefact?] | nt | 1 | -6 |
| Cc1cc(C)c2nc(N3CCCN(C(=O)c4ccco4)CC3)c(C#N)cc2c1 | 82 | 97 | 35* | 9 | 98 | -1 | 2 | 1.2 | 8 |
| COc1ccc(Cl)cc1C(=O)Nn1c(C)nc2ccccc2c1=O | 102 | 98 | 82 | 7[fluorescence artefact?] | 94 | 4 | nt | 1.1 | 1[fluorescence artefact?] |
| O=C(NNC(=O)c1ccc([N+](=O)[O-])o1)c1ccccc1 | 104 | 43* | 50 | -5 | 107 | 4 | 6 | 1 | -5 |
| CC1CCN(C(=O)CSc2nc3c(cnn3-c3ccccc3)c(=O)[nH]2)CC1 | 92 | 94 | 76 | -4 | 95 | 5 | 2 | 1.1 | -5 |

3 neighbouring compounds out of the list so far, for reference:
| compound | ERa coact pot | Lung fibro prol | H69AR inhibit | ERa SRC1 inh | HUVEC prolif 384 | Smad3 inh | CD11b adhes enh | MT1-MMP txn act | ERb SRC1 inh |
| --- | --- | --- | --- | --- | --- | --- | --- | --- | --- |
| COc1ccc(Cl)cc1C(=O)Nn1c(C)nc2ccccc2c1=O | 102 | 98 | 82 | 7[fluorescence artefact?] | 94 | 4 | nt | 1.1 | 1[fluorescence artefact?] |
| O=C(NNC(=O)c1ccc([N+](=O)[O-])o1)c1ccccc1 | 104 | 43* | 50 | -5 | 107 | 4 | 6 | 1 | -5 |
| CC1CCN(C(=O)CSc2nc3c(cnn3-c3ccccc3)c(=O)[nH]2)CC1 | 92 | 94 | 76 | -4 | 95 | 5 | 2 | 1.1 | -5 |

Some of the compounds tested; rates above refer to the full screens.
